Screening data deposited in PubChem by several laboratories.
DAX1 inh-1: NR0B1 (DAX1) inhibition | HEK293 Gal4-DAX1 luciferase reporter, luminescence | inhibition, % at 6.75 µM | 340,000 compounds, 0.99% hits | AID 504766;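 active = inhibition above the mean over all tested compounds plus 3 SD, cut at about 4.2% in these data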;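 note: 0% = DAX1-transfected cells with DMSO and 100% = empty-vector control cells with DMSO; inhibition shows as a rise in luminescence from relieved DAX1 repression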
Target sequence (P51843 207-470 limits assumed): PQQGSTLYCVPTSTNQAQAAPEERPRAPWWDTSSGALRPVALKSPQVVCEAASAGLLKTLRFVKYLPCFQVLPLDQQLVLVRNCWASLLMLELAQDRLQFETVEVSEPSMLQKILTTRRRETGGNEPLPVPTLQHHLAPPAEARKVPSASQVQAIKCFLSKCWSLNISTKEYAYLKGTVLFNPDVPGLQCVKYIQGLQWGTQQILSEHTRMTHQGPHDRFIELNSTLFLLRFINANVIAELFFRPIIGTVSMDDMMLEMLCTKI
hcDAF12 agonist: activators of H. contortus DAF-12 nuclear receptor; HEK293 hcDAF-12 lit1-tk-luc reporter, luminescence; 0% DMSO, 100% Δ7-dafachronic acid; activation, % at 6.8 µM; 370,000 compounds, 1.4% hits; AID 652067;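 active = activation above the mean of all tested compounds plus 3 SD, cut at about 5.5% in these data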;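 note: 100% = response to 3 µM Δ7-dafachronic acid high control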
GC-A act: GC-A (human) enzyme activation. AID 1671463. 370,000 compounds, 0.14% hits. activation, % at 10 µM. HEK293 GC-A cells, cGMP TR-FRET, EC30 ANP; 0% at EC30 ANP, 100% saturating ANP; in the data active = activation above about 40%
ADAM17 inh: inhibitors of human ADAM17. P78536. recombinant ADAM17, EDANS/DABCYL FRET peptide cleavage. inhibition, % at 6.95 µM. 370,000 compounds, 0.83% hits;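 active = inhibition above the mean of compounds lying between control limits plus 3 SD, set per campaign, cut at about 8.5% in these data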;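 note: 0% = DMSO-only wells as the low control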
PG9 binder: binds the HIV-1 gp120 antibody PG9; 360,000 compounds, 0.43% hits; TR-FRET gp120-PG9 antibody binding; inhibition, % at 6.7 µM; AID 624416; in the data active = inhibition above about 8.5%
DAX1 inh-2: inhibitors of DAX1 repression of SF-1 activated StAR promoter. HEK293T StAR-luciferase reporter, SF-1/DAX-1 repression relief. inhibition, % at 6.8 µM. 370,000 compounds, 1.1% hits. AID 652010;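 active = inhibition above the mean over all tested compounds plus 3 SD, cut at about 3.6% in these data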;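 note: 0% = DAX-1 cells with DMSO and 100% = cells lacking DAX-1 with DMSO; higher inhibition means more luminescence from relief of DAX-1 repression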
hgDAF12 agonist: hgDAF-12 agonism, primary luciferase screen; activation, % at 6.8 µM; HEK293 GAL4-hgDAF12 UAS-luciferase reporter, agonist luminescence; normalized to butyrate control; 370,000 compounds, 1.8% hits;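 active = activation above a cutoff set at the mean of all screened compounds plus 3 SD, cut at about 10% in these data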;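 note: 0% = DMSO wells and 100% = sodium butyrate wells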
FXN GAA850 act: increases GAA850 frataxin promoter reporter activity; 360,000 compounds, 0.56% hits; activation, % at 6 µM; AID 540364; HEK293 lucGAA850 FXN promoter luciferase reporter, 24 h; percent of 10 µM SAHA response;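 active = activation above the average of all compounds screened plus 3 SD, cutoff fixed separately per campaign, cut at about 7.5% in these data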;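 note: 0% = DMSO wells and 100% = 10 µM SAHA wells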
SMARCA2 act: increases SMARCA2 function in MMTV reporter cells. MG213 cells, MMTV-luciferase reporter, dexamethasone, overnight. activation, % at 9.1 µM. 370,000 compounds, 1% hits; in the data active = activation above about 7.8%;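 note: 0% = vehicle wells and 100% = reference activator wells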
ssDAF-12 act: activators of S. stercoralis DAF-12 nuclear receptor; activation, % at 6.8 µM; AID 652126; HEK293 ssDAF-12/GRIP1 lit1-tk-luc reporter, luminescence; % of 3 µM dafachronic acid response; 370,000 compounds, 1% hits;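 active = activation above the mean over all tested compounds plus 3 SD, cut at about 0.9% in these data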;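 note: 0% = DMSO-only wells and 100% = 3 µM delta7-dafachronic acid wells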
ADAM10 inh: ADAM10 inhibition, QFRET primary screen; O14672; recombinant ADAM10, EDANS/DABCYL FRET peptide cleavage, 3 h; inhibition, % at 7 µM; 370,000 compounds, 0.62% hits;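 active = inhibition above a per-campaign cutoff equal to the mean of compounds falling between control-based bounds plus 3 SD, cut at about 20% in these data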;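 note: 0% = DMSO wells while the 100% control is not disclosed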
Target sequence (O14672 214-748 limits assumed): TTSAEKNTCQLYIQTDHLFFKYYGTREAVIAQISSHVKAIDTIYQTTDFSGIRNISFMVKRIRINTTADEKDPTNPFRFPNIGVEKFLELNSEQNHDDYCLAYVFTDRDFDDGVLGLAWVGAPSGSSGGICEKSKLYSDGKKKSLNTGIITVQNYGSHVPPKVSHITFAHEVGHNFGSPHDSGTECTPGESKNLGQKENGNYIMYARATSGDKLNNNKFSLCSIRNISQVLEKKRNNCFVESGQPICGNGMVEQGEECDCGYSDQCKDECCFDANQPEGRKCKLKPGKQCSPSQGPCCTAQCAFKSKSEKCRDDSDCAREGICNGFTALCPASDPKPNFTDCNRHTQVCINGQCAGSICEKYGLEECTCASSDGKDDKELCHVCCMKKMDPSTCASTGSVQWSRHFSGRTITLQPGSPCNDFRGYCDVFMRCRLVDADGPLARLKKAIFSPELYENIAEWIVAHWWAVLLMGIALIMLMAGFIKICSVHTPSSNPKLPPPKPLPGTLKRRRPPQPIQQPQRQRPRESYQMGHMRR
Active calls of the source: *; i = inactive; x = no result given.

| molecule | DAX1 inh-1 | hcDAF12 agonist | GC-A act | ADAM17 inh | PG9 binder | DAX1 inh-2 | hgDAF12 agonist | FXN GAA850 act | SMARCA2 act | ssDAF-12 act | ADAM10 inh |
| --- | --- | --- | --- | --- | --- | --- | --- | --- | --- | --- | --- |
| CS(=O)(=O)Nc1ccc2c(c1)[C@H]1C[C@H](CC(=O)NCc3cccc(F)c3)O[C@@H](CO)[C@H]1O2 | -0.2 | -0.5 | 1 | 0 | 0.6 | 0.7 | 0.7 | -1.1 | -4 | -1.4 | -8 |
| O=C(O)c1ccc(CN2C(=O)CSC2=S)cc1 | 1.9 | -0.2 | 4 | -6 | -0.6 | 1.0 | 0.3 | 0.2 | -2 | -0.7 | -12 |
| Cc1ccc(N2C(=O)C3NN=C(C(=O)OCc4ccccc4)C3C2=O)c(C)c1 (stereo not given) | -0.3 | 1.6 | 3 | -3 | -0.8 | 0.0 | 0.9 | -0.6 | -1 | -0.7 | -4 |
| CCC(C)Nc1nc(SC(C(C)=O)C(C)=O)nc(N(C)C)n1 (stereo not given) | 0.5 | -0.6 | 2 | -4 | -2.0 | -0.5 | 0.1 | 2.6 | 1 | -1.6 | -4 |
| CCOC(=O)C1=C(C)NC(=O)NC1c1ccc2c(c1)OCCO2 (stereo not given) | 0.4 | -0.5 | -1 | -5 | -0.2 | -0.5 | -3.4 | 0.4 | -1 | -0.5 | -2 |
| COc1cc(C#Cc2ccc3cc(CCCO)oc(=O)c3c2)cc(OC)c1 | -0.4 | 0.2 | -10 | -9 | -0.8 | -1.0 | 3.5 | 7.6* | 2 | -1.0 | -28 |
| COc1ccc(C2(c3ccc(OC)cc3)NC(=O)N(CC(=O)Nc3ccc(OC)c(OC)c3)C2=O)cc1 | 0.1 | -2.4 | 1 | 4 | 0.8 | -0.5 | -2.4 | 0.0 | -2 | -1.7 | 8 |
| Cc1cc(C)cc(C(=O)N2CC(C)OC(C)C2)c1 (stereo not given) | 0.1 | -0.7 | -4 | -1 | 1.7 | 0.3 | -1.1 | -2.9 | 0 | -1.6 | 5 |
| O=S(=O)(NCc1ccc2c(c1)OCO2)c1ccccc1F | 0.2 | 1.3 | 0 | 2 | -1.5 | 0.4 | -1.2 | -0.5 | 1 | -1.4 | 6 |
| O=C(CSc1nnc(CNC(=O)c2ccccc2)o1)NCc1ccccc1 | 1.0 | 0.3 | 2 | 0 | 0.5 | -0.6 | -0.3 | -1.9 | 0 | -1.2 | -6 |
| COC(=O)c1ccc(OCC(=O)NCCC2=CCCCC2)c(OC)c1 | -0.6 | -1.6 | 2 | 0 | -0.3 | 3.5 | -1.9 | 2.1 | -3 | -1.0 | -6 |
| CN(C)S(=O)(=O)c1cccc(NC(=O)CCNC(=O)c2ccccc2Cl)c1 | -0.8 | -1.0 | 1 | -1 | 1.2 | -0.5 | -1.6 | 0.8 | 0 | -1.5 | -8 |
| NC(Cc1ccc(Cl)cc1)c1csc(NC(=O)NCCc2ccccc2)n1 (stereo not given) | x | 0.5 | -5 | -2 | 1.8 | -1.1 | 1.1 | 0.7 | -4 | -1.0 | -7 |
| COc1ccc2sc(-c3ccc(S(C)(=O)=O)cc3)c(-c3ccc4c(c3)OCCO4)c2c1 | 1.1 | -0.6 | 4 | -42 | -1.0 | -0.6 | -8.2 | -0.2 | 0 | -2.0 | -150 |
| O=c1[nH]c(C2CCN(S(=O)(=O)c3ccc(S(=O)(=O)NC4CC4)cc3)CC2)nc2c1nnn2Cc1ccccc1 | 1.1 | -1.7 | 0 | 2 | -0.6 | -0.2 | 1.3 | -0.1 | 1 | -0.9 | 11 |
| CN(CCNC(=O)C1(O)c2ccccc2NC(=O)N1c1ccccc1)Cc1ccccc1 (stereo not given) | 0.3 | 0.6 | 1 | -6 | 0.2 | -0.5 | -0.5 | -3.0 | -3 | -0.9 | -6 |
| CC(C)Cc1ccc(CN2CCCC(NC(=O)CCCN3CCCC3=O)C2)cc1 (stereo not given) | -0.5 | -1.0 | 3 | -5 | 0.6 | -2.3 | 1.6 | 0.5 | 1 | -1.1 | -3 |
| Cc1cc(C(=O)NNC(=S)NC(C)c2ccccc2)cs1 (stereo not given) | 0.9 | -4.1 | -2 | 2 | -2.5 | -0.3 | 2.4 | -0.3 | -1 | -1.2 | 9 |
| Cc1ccc(C(=O)C2CCN(S(=O)(=O)c3ccc(C(=O)O)cc3)CC2)cc1 | -1.5 | 4.5 | 0 | -3 | -1.6 | 0.2 | -2.3 | 0.5 | 5 | -1.0 | -11 |
| C/C(=N\NC(=O)c1nnn(-c2nonc2N)c1CSc1ccc(C)cc1)c1ccco1 | -0.6 | -2.9 | -1 | 3 | -0.8 | 0.1 | -0.8 | -1.0 | -1 | -0.9 | 7 |
| CCCCN1C(=O)C(CC(=O)NCC2CCCCC2)CC(C(=O)N(CC)CC)=C1C (stereo not given) | 1.1 | -1.2 | -3 | -5 | 1.0 | 0.1 | 1.7 | 0.8 | -2 | -1.1 | -13 |
| COC(=O)c1c(-c2ccccc2)csc1NC(=O)c1ccco1 | -0.1 | -0.5 | -6 | -1 | 17* | 2.9 | 11* | 11* | 6 | -1.0 | -7 |
| c1coc(CNc2ncnc3c2oc2ccccc23)c1 | -1.3 | -2.1 | 6 | -3 | -1.9 | -1.8 | -3.4 | 0.1 | -3 | -1.9 | -1 |
| COC(=O)C1(C(=O)OC)C2CCCCC2N(S(=O)(=O)c2ccc(C)cc2)[C@@H]1CC(C)=O (stereo not given in full) | x | -0.8 | -1 | 3 | -1.1 | -0.1 | 0.1 | x | 1 | -0.9 | -4 |
| Cc1cc2c(cc1S(=O)(=O)C(C)CC(=O)NCc1ccco1)OCC(=O)N2 (stereo not given) | 0.6 | 0.3 | 2 | -1 | -0.6 | 1.4 | -0.8 | -0.2 | -1 | -1.1 | -6 |
| CCOC(=O)c1nnn(-c2nn3nnnc3c3ccccc23)c1C | 1.4 | -0.4 | 2 | -2 | -1.2 | -1.2 | -1.6 | 2.4 | -1 | -1.5 | 1 |
| CCOc1ccc(Nc2nc3c(C)cccc3cc2C#N)cc1 | -0.3 | 0.9 | -4 | -4 | 12* | 0.0 | -0.5 | -0.6 | -2 | -1.3 | 6 |
| COCCn1c(SCC(=O)Nc2ccc(C)cc2)nc2c(oc3ccccc32)c1=O | 0.7 | 1.0 | 2 | 0 | -0.5 | 0.0 | -2.0 | 2.5 | -1 | -0.7 | -3 |
| COc1ccc(NC(=O)c2oc3ccc(S(=O)(=O)N4CCOCC4)cc3c2C)c(OC)c1 | -0.1 | 0.1 | -2 | -2 | -1.0 | 0.0 | -1.6 | -0.9 | -3 | -1.4 | 2 |
| Cc1onc(-c2ccccc2)c1CNC(=O)Nc1cccc(Cl)c1 | -0.2 | -0.9 | 0 | 2 | 1.8 | 0.0 | -2.0 | -2.7 | -6 | -1.9 | 4 |
| COC(=O)c1cc(Cl)c(NC(=O)/C=C/c2ccc(Cl)cc2Cl)cc1OC | -0.1 | -1.1 | 1 | -6 | 0.5 | 0.6 | -0.2 | -1.0 | -2 | -2.1 | -5 |
| CCOC(=O)c1ccc(NC(=O)CC2C(=O)OCCN2CC)cc1 (stereo not given) | -2.0 | 0.2 | 4 | -5 | -1.8 | 0.2 | 0.0 | 0.6 | -2 | -1.1 | -7 |
| CC(=O)Nc1ccc(S(=O)(=O)NCC2CCC(C(=O)NCCCOC(C)C)CC2)cc1 (stereo not given) | x | -0.7 | 3 | -2 | 1.4 | -0.2 | 3.1 | x | -3 | -1.0 | 4 |
| CC(C)NC(=O)C1(N2C(=O)c3ccccc3C2=O)CCCC1 | -0.7 | -1.4 | 1 | 6 | -0.9 | -0.1 | -4.3 | -1.9 | -4 | -1.2 | 3 |
| O=[N+]([O-])c1ccc2nc(-c3cccnc3)[nH]c2c1 | 0.8 | -0.4 | 11 | 0 | 0.8 | 0.2 | 7.6 | 0.8 | 5 | -0.7 | 1 |
| CCOC(=O)c1cn(CC)c2c(ccc3ccccc32)c1=O | 1.5 | 2.0 | 4 | -3 | -1.9 | -0.3 | 3.4 | 3.8 | 1 | -1.2 | -5 |
| S=c1[nH]cnc2scc(-c3ccc(Cl)cc3)c12 | x | -1.9 | -1 | 3 | 0.2 | -0.2 | -1.3 | 3.4 | -2 | -1.3 | 6 |
| O=C(C1=NNCC1c1ccc(Cl)cc1)C1CO1 (stereo not given) | -0.3 | -1.2 | 0 | 1 | -1.3 | -0.8 | -0.9 | -4.6 | 0 | -1.0 | 12 |
| OC[C@@H]1CN(Cc2ccco2)C[C@H](n2cnc3c(Nc4ccccc4)ncnc32)O1 | x | 2.9 | 3 | -6 | 0.7 | 0.4 | 2.5 | 0.1 | 5 | -0.7 | -5 |
| CC(NC(=O)CNC(=O)c1ccco1)c1ccccc1 (stereo not given) | -0.5 | -0.2 | 2 | -5 | -0.1 | -0.3 | 0.2 | -0.1 | -1 | -1.6 | 2 |
| COc1ccc(NC(=O)C[C@H]2C(=O)N(c3ccc(OC)cc3)C[C@@H]2C)cc1 | 0.6 | -1.8 | 2 | 1 | -1.1 | -0.1 | 0.4 | 0.6 | -1 | -1.5 | -10 |
| CCCC#Cc1ccc2c(c1)O[C@@H](CN(C)Cc1ccc3c(c1)OCO3)[C@H](C)CN([C@@H](C)CO)S2(=O)=O | -0.6 | -1.1 | -3 | 1 | -1.5 | -1.5 | -1.3 | -5.0 | -2 | -1.6 | -4 |
| C=CCOc1ccc(/C=C/C(=O)OCC(=O)N(C)C2CCS(=O)(=O)C2)cc1 (stereo not given) | -0.1 | -1.6 | 1 | 1 | -2.9 | 0.3 | 1.3 | 0.3 | 2 | -0.9 | -1 |
| C[C@@H]1ON(C)[C@H]2C[C@H]3c4[nH]c5c(-c6cccc(Cl)c6)cccc5c4CCN3C(=O)[C@@H]12 | x | -3.4 | 0 | -54 | 1.6 | -1.2 | -1.4 | x | -5 | -0.1 | -219 |
| CN(c1ncc(C(F)(F)F)cc1Cl)N1C(=O)c2cccc(N)c2C1=O | -0.6 | -0.6 | -4 | 3 | -1.5 | 0.0 | -3.5 | -1.1 | -1 | -1.4 | 3 |
| CC(C)(C)c1ccc(OCC(=O)NCc2ccco2)cc1 | 0.9 | -1.7 | 2 | 0 | 0.1 | 1.1 | 0.9 | 0.4 | -2 | -0.2 | 14 |
| Cc1cc(C(=O)O)c(S(C)(=O)=O)s1 | 0.8 | -0.9 | 6 | -3 | -0.2 | 0.1 | 0.2 | -0.1 | 2 | -1.6 | -3 |
| CCOC(=O)C1=C(CS(=O)(=O)c2ccccc2)NC(=O)NC1c1ccccc1 (stereo not given) | 0.6 | -1.4 | -6 | 0 | -1.0 | -0.4 | -0.5 | 2.5 | 0 | -0.9 | -1 |
| CC1(C)Cc2nc(N3CCCC3)c(C#N)cc2CO1 | 0.6 | 0.5 | -4 | i | 1.6 | 0.0 | 2.3 | 2.7 | 2 | -1.8 | i |

Only ssDAF-12 act and ADAM17 inh (2 entries from above):
canonical_smiles,ssDAF-12 act,ADAM17 inh
CN(CCNC(=O)C1(O)c2ccccc2NC(=O)N1c1ccccc1)Cc1ccccc1 (stereo not given),-0.9,-6
CC(C)Cc1ccc(CN2CCCC(NC(=O)CCCN3CCCC3=O)C2)cc1 (stereo not given),-1.1,-5

Random draw from the library; 6.8% or so of the library scored in one or more.
